mIAP activ – mouse IAP activation; 0.24% of 330,000 active; activation factor at 10 µM; muIAP, CDP-Star luminescence, 30 min; stronger effect = higher value; 1 = vehicle-only enzyme signal, 0 = enzyme-free wells; AID 2805;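 active means activation factor of at least 2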; further: the source names both 10 and 20 µM as test concentration; values of inactives mirror those of a sister screen read the other way
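System: mouse IAP enzyme. Reagent: CDP-Star chemiluminescent phosphatase substrate. Benchmarks: DMSO wells, no-enzyme wells. Times: 30 min enzyme-substrate-compound incubation at room temperature. Detection: luminescence from enzymatic CDP-Star hydrolysis. Doses: test compounds delivered from DMSO solution.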
NALP3 yeast inh – NALP3 inhibition in yeast; Yeast reconstituted NLRP3/ASC/caspase-1, beta-gal luminescence, 24 h; inhibition, % at 10 µM; 0.39% of 330,000 active;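 active means inhibition of 50% or more; inactive means inhibition below 50%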;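 further: plate controls were induced DMSO wells for no effect and uninduced yeast grown without galactose for full effect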
A3A deaminase – blocks human APOBEC3A ssDNA deamination | recombinant A3A, FAM/TAMRA ssDNA deamination fluorescence | AID 493011 | P31941 | inhibition, % at 20 µM | 0.41% of 330,000 active;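 active means at least 40% inhibition at 20 µM here, with at most 30% in a related deaminase screen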;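 further: plate controls were A3A with DMSO for no effect and wells lacking A3A enzyme for full effect; some results filed as inactive read as strong as hits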
tim10-1 inh – tim10-1 yeast growth inhibition; 2.2% of 330,000 active; inhibition, % at 20 µM; AID 463190; S. cerevisiae tim10-1 ts strain growth, BacTiter-Glo, 24 h;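 active means inhibition of at least 40%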;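 further: mutant grown at 25 °C; 0% = DMSO wells with yeast and 100% = wells holding no yeast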
hIAP block – human IAP inhibition; purified IAP, CDP-Star luminescence, 30 min; inhibition, % at 10 µM; 0.12% of 330,000 active; P09923; AID 2544;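 active means inhibition reaching a set limit with compound at 10 µM in the primary screen, cut at about 35% in these data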;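 further: plate controls were DMSO wells with enzyme for no effect and no-enzyme buffer wells for full effect; values of inactives mirror those of a sister screen read the other way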
Target sequence (P09923 whole entry, looked up): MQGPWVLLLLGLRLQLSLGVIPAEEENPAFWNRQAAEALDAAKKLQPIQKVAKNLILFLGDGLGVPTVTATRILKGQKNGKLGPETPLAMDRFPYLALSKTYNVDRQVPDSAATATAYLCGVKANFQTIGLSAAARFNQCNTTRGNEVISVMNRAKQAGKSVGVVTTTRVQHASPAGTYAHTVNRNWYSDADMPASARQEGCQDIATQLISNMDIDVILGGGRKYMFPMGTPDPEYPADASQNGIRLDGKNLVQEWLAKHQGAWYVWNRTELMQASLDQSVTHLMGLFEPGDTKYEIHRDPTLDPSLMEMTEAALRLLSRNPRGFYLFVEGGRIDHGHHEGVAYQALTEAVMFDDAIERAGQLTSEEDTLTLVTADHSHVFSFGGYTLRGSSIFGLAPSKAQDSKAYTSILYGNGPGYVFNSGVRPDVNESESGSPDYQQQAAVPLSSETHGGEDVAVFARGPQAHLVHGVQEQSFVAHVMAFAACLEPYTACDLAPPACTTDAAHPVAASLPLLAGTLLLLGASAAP
mIAP inh – blocks mouse intestinal alkaline phosphatase. purified mouse IAP, CDP-Star luminescence, 30 min. inhibition, % at 10 µM. 0.2% of 330,000 active;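 active means inhibition of at least 40% at 10 µM in the primary screen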;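 further: plate controls were DMSO with enzyme for no effect and no enzyme wells for full effect; values of inactives mirror those of a sister screen read the other way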
TIM10 inh – inhibits growth of TIM10 yeast strain | S. cerevisiae TIM10 strain growth, BacTiter-Glo luminescence, 24 h | inhibition, % at 10 µM | 1.4% of 330,000 active | AID 463195;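 active means inhibition of 40% or more at the single tested concentration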;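 further: wild-type TIM10 isogenic control strain grown at permissive 25 °C; 0% = DMSO yeast wells and 100% = minimal medium wells without yeast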
beta cell repl – MIN6 beta-cell proliferation induction; MIN6 cells proliferation, ATPlite luminescence, 48 h; cells starved in 0.2% serum; 100% = growth in 10% serum; proliferation, % at 10 µM; 0.29% of 330,000 active;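 active means compounds whose signal lies at least 3.5 SD above the mean of all wells on their plate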;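 further: 0% = DMSO-treated cells in low-serum medium and 100% = 10% serum control; some compounds called inactive have numbers as strong as hits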
A3G deaminase – inhibitors of human APOBEC3G DNA deaminase | AID 493012 | inhibition, % at 20 µM | Q9HC16 | 0.28% of 330,000 active | recombinant A3G, ssDNA deamination FAM/TAMRA fluorescence;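 active means inhibition of at least 40% at 20 µM, with no more than 30% in the related APOBEC3A deaminase screen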;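 further: plate controls were DMSO wells with A3G for no effect and wells lacking A3G enzyme for full effect; some compounds called inactive have numbers as strong as hits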
Target sequence (Q9HC16 whole entry, looked up): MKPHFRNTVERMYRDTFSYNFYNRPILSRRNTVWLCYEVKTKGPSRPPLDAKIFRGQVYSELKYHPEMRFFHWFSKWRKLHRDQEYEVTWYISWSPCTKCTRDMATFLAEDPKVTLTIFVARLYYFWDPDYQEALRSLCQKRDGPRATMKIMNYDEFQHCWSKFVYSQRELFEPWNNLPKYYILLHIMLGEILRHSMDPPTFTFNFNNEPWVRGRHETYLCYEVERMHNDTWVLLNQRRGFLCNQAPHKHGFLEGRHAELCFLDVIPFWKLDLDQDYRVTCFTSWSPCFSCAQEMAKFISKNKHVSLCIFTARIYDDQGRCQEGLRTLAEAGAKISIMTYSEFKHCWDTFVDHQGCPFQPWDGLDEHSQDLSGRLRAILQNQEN
Numbers without * were called inactive. Hits appear at their usual frequency; about 4.6% have a hit in one of these screens.

SMILES	mIAP activ	NALP3 yeast inh	A3A deaminase	tim10-1 inh	hIAP block	mIAP inh	TIM10 inh	beta cell repl	A3G deaminase
COc1ccc(-c2cn(-c3ccc(Br)cc3)c3[n+]2CCS3)cc1	1.1	-2	5	6	-10	-8	3	-6	-2
Cc1cccc(N(C(=O)CCC(=O)Nc2cc(C)on2)C(C(=O)NC2CCCC2)c2ccc(C)o2)c1 (stereo not given)	1	11	32	17	-13	-3	9	-1	-4
Cc1nc(C(=O)NNC(=O)c2cccc(Cl)c2)c(C(F)(F)F)o1	1.1	-2	0	7	-37	-8	-1	-4	-5
Cc1ccc(OCc2cc(C(=O)NCC(C)c3ccccc3)no2)cc1C (stereo not given)	1.1	32	-2	15	7	-7	1	-4	17
Cc1cc(N/N=C/c2ccccc2[N+](=O)[O-])nc(-n2nc(C)cc2C)n1	1	6	-6	13	10	-3	-27	-6	-7
Cc1cc(Cl)ccc1NC(=S)N1CCN(Cc2ccc3c(c2)OCO3)CC1	1.1	25	-2	30	-8	-6	2	-2	2
C/C(=N\n1c(C)cc(C)c(C#N)c1=O)c1cccs1	0.96	-11	0	6	13	4	7	0	-1
O=C(O)/C=C/c1coc2ccccc2c1=O	1.1	6	-2	6	13	-8	3	0	-5
O=c1[nH][nH]c(-c2ccccc2)c1C=Nc1ccc(C(F)(F)F)cc1	0.85	6	-3	20	-1	15	4	-4	-6
CSc1ccc(Cl)c(C(=O)NNC(=O)c2csc(N3CCOCC3)n2)c1	0.95	15	-3	-13	-78	5	-3	2	-9
C/C(=N\NS(=O)(=O)c1ccc(C)cc1)c1ccc(C)s1	1.1	0	8	5	-18	-7	1	0	-3
Cc1nc2c(C)cccn2c(=O)c1NC(=O)COc1ccccc1	0.92	26	0	-11	1	8	-2	2	-12
CC(=O)c1c(C)[nH]c(C(=O)NNC(=O)COc2ccc(Cl)cc2C)c1C	0.79	18	-3	0	-19	21	5	2	-8
CCOC(=O)C1CCCN(C(=O)c2cn(CC)c3ccc(S(=O)(=O)N(C)C)cc3c2=O)C1 (stereo not given)	0.95	11	0	2	12	5	1	-3	-1
CC(C)CC(NC(=O)c1ccc(Cl)cc1Cl)C(=O)O (stereo not given)	1.1	14	-3	8	-1	-15	-9	-1	-3
O=C(CNC(=O)c1ccc2c(c1)S(=O)(=O)N=C1CCCCCN12)Nc1ccc(F)c(F)c1	1	20	1	2	6	-4	0	0	3
Cc1ccc(NS(=O)(=O)c2cccc(C(=O)OCC(=O)NCc3ccco3)c2)cc1	0.99	8	3	-2	9	1	-6	-1	-5
O=C1COc2ccccc2N1Cc1ccccc1Cl	1	-74	-1	-9	11	0	4	6	-2
C#CCOCCOCCOCCNc1nc(N2CCN(C(=O)[C@H](Cc3cc4ccccc4[nH]3)n3cc([C@@H](N)C(C)CC)nn3)CC2)nc(N2CCN(C(=O)[C@H](CCCCN)n3cc([C@@H](N)CO)nn3)CC2)n1 (stereo not given in full)	1.1	7	-2	10	-2	-8	-19	-1	-1
CCOC(=O)C1CN(S(=O)(=O)c2ccc(C)cc2)CCN1S(=O)(=O)c1ccc(C)cc1 (stereo not given)	0.94	13	-2	26	18	6	24	-1	-6

2 records picked at random from those above, as already listed:
SMILES	mIAP activ	NALP3 yeast inh	A3A deaminase	tim10-1 inh	hIAP block	mIAP inh	TIM10 inh	beta cell repl	A3G deaminase
Cc1ccc(NS(=O)(=O)c2cccc(C(=O)OCC(=O)NCc3ccco3)c2)cc1	0.99	8	3	-2	9	1	-6	-1	-5
Cc1ccc(OCc2cc(C(=O)NCC(C)c3ccccc3)no2)cc1C (stereo not given)	1.1	32	-2	15	7	-7	1	-4	17

Five compounds already listed, arranged by SMILES length, ascending.
SMILES	mIAP activ	NALP3 yeast inh	A3A deaminase	tim10-1 inh	hIAP block	mIAP inh	TIM10 inh	beta cell repl	A3G deaminase
C/C(=N\n1c(C)cc(C)c(C#N)c1=O)c1cccs1	0.96	-11	0	6	13	4	7	0	-1
Cc1nc2c(C)cccn2c(=O)c1NC(=O)COc1ccccc1	0.92	26	0	-11	1	8	-2	2	-12
Cc1ccc(NS(=O)(=O)c2cccc(C(=O)OCC(=O)NCc3ccco3)c2)cc1	0.99	8	3	-2	9	1	-6	-1	-5
CCOC(=O)C1CN(S(=O)(=O)c2ccc(C)cc2)CCN1S(=O)(=O)c1ccc(C)cc1 (stereo not given)	0.94	13	-2	26	18	6	24	-1	-6
CCOC(=O)C1CCCN(C(=O)c2cn(CC)c3ccc(S(=O)(=O)N(C)C)cc3c2=O)C1 (stereo not given)	0.95	11	0	2	12	5	1	-3	-1

The main list resumes; the three compounds before the break are reprinted first.
SMILES	mIAP activ	NALP3 yeast inh	A3A deaminase	tim10-1 inh	hIAP block	mIAP inh	TIM10 inh	beta cell repl	A3G deaminase
O=C1COc2ccccc2N1Cc1ccccc1Cl	1	-74	-1	-9	11	0	4	6	-2
C#CCOCCOCCOCCNc1nc(N2CCN(C(=O)[C@H](Cc3cc4ccccc4[nH]3)n3cc([C@@H](N)C(C)CC)nn3)CC2)nc(N2CCN(C(=O)[C@H](CCCCN)n3cc([C@@H](N)CO)nn3)CC2)n1 (stereo not given in full)	1.1	7	-2	10	-2	-8	-19	-1	-1
CCOC(=O)C1CN(S(=O)(=O)c2ccc(C)cc2)CCN1S(=O)(=O)c1ccc(C)cc1 (stereo not given)	0.94	13	-2	26	18	6	24	-1	-6
CCN(CC(=O)NCc1cccs1)C(=O)c1cc(S(=O)(=O)N2CCOCC2)ccc1C	1	-9	26	2	11	-1	11	-2	6
Nc1ccnn1Cc1ccc(Br)s1	0.95	5	-3	11	7	5	0	0	-9
OCCOCCn1c(C(CO)Nc2nc(-c3ccccc3Br)cs2)nc2ccccc21 (stereo not given)	1	0	-2	11	16	-4	2	0	-8
CCOC(=O)c1nnc(-c2ccccc2)nc1Sc1c(Cl)cccc1Cl	0.96	6	0	24	-28	4	16	-4	-5
COc1ccc(NS(=O)(=O)c2ccc3oc(=O)c4[nH]c(=O)c(=O)n(C)c4c3c2)cc1	0.9	14	0	-1	-18	10	12	2	-2
COc1cc(S(=O)(=O)Nc2ccc(C)cc2)ccc1NC(=O)c1ccncc1	0.87	12	2	5	-1	13	2	-1	-3
CCCOc1ccc(N2CC(C(=O)Nc3ccccn3)CC2=O)cc1 (stereo not given)	1.1	10	-3	23	8	-14	9	0	-8
COc1ccc(OC)c(S(=O)(=O)N(C)CC(=O)N2CCOCC2)c1	0.92	7	5	0	-6	8	7	-3	-8
CC(NC(=O)c1ccccc1NC(=O)CN1CCc2ccccc2C1)c1ccccc1 (stereo not given)	1.1	21	-1	36	4	-6	13	-5	-13
COc1ccc(C(=O)CCN2CCN(c3ccccc3F)CC2)cc1	1	14	0	16	-2	-4	-6	-6	-4
CCCc1nc2ccccc2c(=O)n1CCc1ccccc1	1	6	0	-32	-14	-2	-41	1	-1
Cc1ccc(CNC(=O)CN(Cc2cccs2)C(=O)C2(C)CC(=O)N=C3C=CC=CN32)cc1 (stereo not given)	0.99	11	-2	12	-1	1	-12	1	-6
COc1ccc(O)c(C(=O)c2cnn(S(=O)(=O)c3ccc(C)cc3)c2)c1	1.1	32	-4	54*	-1	-7	26	-3	-7
COC(=O)COc1ccc(=O)n(-c2ccccc2)n1	0.94	-2	-3	4	-9	6	3	-1	-3
Cc1nc(SCc2ccc(Cl)c(Cl)c2)n[nH]1	0.9	36	-5	6	-36	10	2	0	-10
O=CN1CCN(C(=O)c2ccccc2Cl)CC1	1.1	17	-6	12	-6	-9	2	-2	-5
O=C(NCc1cc(C(F)(F)F)cc(C(F)(F)F)c1)C1CC(c2cccc([N+](=O)[O-])c2)=NO1 (stereo not given)	0.95	6	1	-7	5	5	-10	-2	1
C=C1C(O)C[C@H]2C(=C)CCC3[C@H](OC(=O)[C@]3(O)CO)[C@@H]12 (stereo not given in full)	1	14	-3	-20	-17	-1	-10	-2	-10
CCOC(=O)C1CCCc2c1[nH]c1c(C(=O)O)cccc21 (stereo not given)	1	5	-6	7	9	-2	11	-3	-11
Cn1nnnc1SCCNCc1cccc2ccccc12	1	-8	2	9	7	-4	7	-2	0
COc1ccc(NC(=O)CCC(=O)c2cc(C)sc2C)cc1	1	34	-1	-28	-7	-2	-10	3	-2
CC(C)=CCC12Oc3cc(O)ccc3C1(O)Oc1cc3c(c(O)c1C2=O)C=CC(C)(C)O3 (stereo not given)	0.82	13	0	-16	0	18	20	-6	14
COc1ccc(-c2noc3c2-c2nc(-c4c(F)cccc4F)sc2CC3)cc1	1	5	-6	-1	6	-4	5	6	-11
Clc1cccc(Nc2nc(-c3ccncc3)nc3ccccc23)c1	0.95	18	-1	7	6	5	-17	-4	-3
C=CCNc1nc(Nc2ccccc2F)nc(OCC)n1	0.96	37	3	28	-15	4	6	3	4
COc1ccc(S(=O)(=O)NCc2cccnc2)c2ccccc12	1	10	-4	24	-11	-3	1	0	3
CCOC(=O)C1=C(C)N(c2nonc2NC(C)=O)C(N)=C(C#N)C1c1ccccc1F (stereo not given)	0.91	4	-1	16	4	9	8	-1	-1
S=C(NC1CCCCC1)N1CCOCCOCCN(C(=S)NC2CCCCC2)CCOCC1	0.99	2	-3	29	-20	1	13	-3	-4
O=C(CN(C(=O)c1csnn1)c1cccc2c1CCCC2)NCc1ccccc1	0.99	5	0	28	-4	1	5	-3	0
Cc1ccc(S(=O)(=O)N(C)C)cc1NC(=O)C1CCCN(C(=O)c2ccc(Cl)cc2)C1 (stereo not given)	1	6	3	9	-20	-4	3	0	-2
CCOC(=O)c1ccc(N2C(=O)CC(Sc3nc(O)c(CC)c(=O)[nH]3)C2=O)cc1 (stereo not given)	0.94	18	-4	10	-3	6	10	0	-3
O=C(NCC(=O)N(c1cccnc1)C(C(=O)NC1CCCC1)c1cccs1)c1cccs1 (stereo not given)	0.98	-2	-2	20	-21	2	-2	0	-5
CC(C)CCC(C(=O)O)C(C)CC(=O)Nc1ccn(-c2ccccc2)n1 (stereo not given)	1	-10	1	-4	4	-1	13	0	-3
O=C(N=c1nc2ccccn2s1)c1ccccc1	0.99	33	-2	26	5	0	19	-6	-5
Cn1nc(-c2ccc(Cl)cc2)cc1NC(=O)Nc1ccccc1	1.4	7	-1	24	6	-40	24	-3	-5
O=C(Nc1cccc(-c2cccc(Cl)c2)c1)C1CCN(Cc2ccc(CO)o2)CC1	4*	21	1	-6	-12	-296	11	-7	-6
COc1ccc(/C=C(\NC(=O)c2ccccc2)C(=O)NC2CCS(=O)(=O)C2)cc1 (stereo not given)	0.99	22	5	-3	2	1	2	1	-2
COCCN(C(=O)COC(=O)CSc1ccccc1)c1c(N)n(Cc2ccccc2)c(=O)[nH]c1=O	1	9	2	5	-15	-4	0	-3	-9

High-throughput results deposited in PubChem by Sanford-Burnham Center for Chemical Genomics.
